# Screening data: PubChem BioAssay, several laboratories
# zfTRPN1 agonist: activates the zebrafish TRPN1 channel; HEK293 zebrafish TRPN1-YFP, Fluo-8 calcium fluorescence; 100% = response to 87 µM carbachol; activation, % at 3 µM; 0.18% of 220,000 active;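 active = activation above its plate's cutoff, the mean activation of test wells on that plate plus 3 SD, cut at about 19% in these data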;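 also: 0% = DMSO alone and 100% = 87 µM carbachol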
#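 Material – zebrafish TRPN1-YFP in HEK293 cells · Doses – 3 µM single point · Schedule – dye 1 h 37 °C plus 30 min RT · Signal – Fluo-8 calcium fluorescence, excitation 470-495 nm, emission 515-575 nm · Read-out – % activation versus carbachol response · Control set – carbachol high, DMSO low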
# p47phox inh: blocks human p47phox regulatory protein of NADPH oxidases; 0.53% of 220,000 active; p47phox/p22phox peptide binding, fluorescence polarization, 2 h; AID 1274; inhibition, % at 24.7 µM;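 active = inhibition above about 30%, limit read from the data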;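 also: 0% = p47phox with labelled peptide and 100% = labelled peptide alone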
# TNF necrop inh: inhibitors of TNF-alpha induced necroptosis in Jurkat FADD-/- cells. Jurkat FADD-/- TNF necroptosis rescue, ATP luminescence, 24 h; 0 = TNF only, 100 = no-TNF cells. activation (protection from cell death), % at 10 µM. 0.068% of 220,000 active. AID 463075;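 active = activation, meaning protection from cell death, of at least 50% relative to plate controls; inactive = activation below 50%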;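 also: necroptosis triggered by 40 ng/mL TNF-alpha added together with compound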
# PPC-1+TRAIL kill: kills PPC-1 cancer cells in the presence of TRAIL; 0.41% of 220,000 active; AID 1443; cell killing (% activity), % at 4 µM; PPC-1 cells + TRAIL, ATPLite viability luminescence;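 active = cell killing above 50% in the first pass at 4 µM, then a duplicate retest at 5 µM averaging 50% or more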;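 also: plate controls were cells with TRAIL plus DMSO for no effect and medium-only wells lacking cells for full effect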
# EBV gp42 inh: blocks Epstein-Barr virus glycoprotein 42 binding. Q1HVG2. Fluorescence polarization binding assay, mP read-out. inhibition, % (tested at 21.74 µM). 0.42% of 220,000 active; in the data active = inhibition above about 50%
# Runt-SMMHC FRET: inhibitors of human RUNX1 Runt domain binding to CBFb-SMMHC | Q01196+Q13951 | Cerulean-Runt/Venus-CBFb-SMMHC FRET ratio 530/480, 1 h | inhibition, % at 20 µM | 0.74% of 220,000 active | AID 1434;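 active = mean inhibition across duplicate retests at 20 µM reaching about 50%, limit read from the data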;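 also: 0% = DMSO wells and 100% = wells with excess untagged CBFb-SMMHC; inhibitors lower the FRET ratio by blocking Runt binding to CBFb-SMMHC; some results filed as inactive read as strong as hits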
# CHOP inh: blocks CHOP induction under ER stress; inhibition, % at 10 µM; AID 2732; CHO-K1 CHOP-promoter luciferase, tunicamycin-induced, 15-18 h; 3.8% of 220,000 active;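 active = compounds that reduced the stress-induced luciferase reporter signal by more than about 70% of percent inhibition, limit read from the data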;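 also: 0% = tunicamycin plus vehicle and 100% = wells without tunicamycin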
# MDM2 E3 inh: Mdm2 E3 ligase (human) inhibition; Q00987; cell-based MDM2 ubiquitination luciferase reporter, 2 h; 0 = plate control, 100 = twice control, blank-subtracted; signal enhancement, % at 5 µM; 0.11% of 210,000 active; AID 1230;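 active = signal enhancement of 30% or more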;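 also: luminescence tracks abundance of the self-degrading MDM2-luciferase fusion protein; higher signal means inhibition of MDM2 E3 ligase activity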
# Target sequence (Q00987 whole entry, looked up, the tested form may be a part): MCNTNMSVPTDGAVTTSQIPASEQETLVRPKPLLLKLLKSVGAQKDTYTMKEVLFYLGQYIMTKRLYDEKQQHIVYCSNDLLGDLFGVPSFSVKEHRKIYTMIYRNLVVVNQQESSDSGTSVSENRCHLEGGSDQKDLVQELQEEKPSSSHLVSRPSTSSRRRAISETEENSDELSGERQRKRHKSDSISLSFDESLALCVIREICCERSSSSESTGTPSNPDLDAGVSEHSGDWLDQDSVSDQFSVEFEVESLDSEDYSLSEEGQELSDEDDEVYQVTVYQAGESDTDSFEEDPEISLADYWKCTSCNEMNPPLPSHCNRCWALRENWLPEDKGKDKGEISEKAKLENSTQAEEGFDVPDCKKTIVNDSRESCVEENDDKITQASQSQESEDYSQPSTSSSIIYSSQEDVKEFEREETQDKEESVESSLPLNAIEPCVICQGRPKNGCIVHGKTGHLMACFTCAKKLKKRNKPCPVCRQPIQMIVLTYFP
#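 Timing – 2 h compound exposure at 37 °C · Assay system – mammalian cells stably expressing self-ubiquitinating, self-degrading MDM2 E3–luciferase fusion · Amount – 2000 cells seeded into each well · Measure – % luminescence enhancement versus blank-corrected plate control mean · Measured by – SteadyLite luminescence, 15 min reagent step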
# TRPML3 agonist: activates the human TRPML3 channel | HEK293 TRPML3-YFP, Fluo-8 calcium fluorescence; 100% = the carbachol control signal | activation, % at 3 µM | 0.29% of 220,000 active;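 active = activation above its plate's cutoff, the mean activation of the plate's test wells plus 3 SD, cut at about 12% in these data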;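 also: 0% = DMSO only wells and 100% = carbachol wells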
# Target sequence (Q8TDD5 whole entry, looked up): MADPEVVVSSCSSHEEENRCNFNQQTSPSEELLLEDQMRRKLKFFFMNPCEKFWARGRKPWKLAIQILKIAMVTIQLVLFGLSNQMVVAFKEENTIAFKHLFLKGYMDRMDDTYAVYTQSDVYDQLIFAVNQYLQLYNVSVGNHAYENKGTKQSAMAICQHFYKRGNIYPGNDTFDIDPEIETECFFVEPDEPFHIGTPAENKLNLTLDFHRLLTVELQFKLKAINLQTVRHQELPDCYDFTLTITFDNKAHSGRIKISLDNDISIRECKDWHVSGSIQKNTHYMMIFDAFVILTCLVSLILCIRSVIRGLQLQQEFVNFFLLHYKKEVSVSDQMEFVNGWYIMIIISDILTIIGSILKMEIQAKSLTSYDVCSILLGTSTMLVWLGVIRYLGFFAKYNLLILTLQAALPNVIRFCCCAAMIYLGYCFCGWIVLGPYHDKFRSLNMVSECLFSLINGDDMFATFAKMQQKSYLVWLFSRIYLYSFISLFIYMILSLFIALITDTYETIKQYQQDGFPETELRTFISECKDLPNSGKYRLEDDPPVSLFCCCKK
#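 Test system – HEK293 line with stable expression of human TRPML3-YFP channel · Control set – carbachol 87 µM final as high control (100%), DMSO as low control (0%) · Signal – Fluo-8 calcium dye fluorescence, ex 470-495, em 515-575 nm · Incubation – 1-h 37 °C dye load, 5-s basal, 120-s post-compound reads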
# Active calls of the source: *; · = no result given; [ ] = another dose, or the depositor's remark.
cpd	SMILES	zfTRPN1 agonist	p47phox inh	TNF necrop inh	PPC-1+TRAIL kill	EBV gp42 inh
1	COc1cccc(C(=O)Nc2ccc(S(=O)(=O)Nc3onc(C)c3C)cc2)c1	0.6	-23	-3.1	16	-22
2	Cc1ccc(SCC(=O)Nc2ccc(F)cc2[N+](=O)[O-])cc1C	-1.6	-4	6.8	-15	-8
3	COc1ccc(Br)c2oc(SC)cc(=O)c12	0.0	1	-2.5	1	-7
4	O=C(CSc1nccc(=O)[nH]1)c1cc2ccccc2o1	0.4	-10	1.1	9	-4
5	CCCCN(CC)C(=O)c1ccccc1Oc1ccccc1	-0.7	-5	0.5	26	4
6	CCCCCc1c(O)c2ccccc2[nH]c1=O	0.0	-10	-0.5	27	-1
7	O=C(COC(=O)C1=COCCO1)NC(=O)c1ccc(OC(F)F)cc1	-0.4	-15	0.2	-10	1
8	CCOc1ccc(NC(=O)C(CC(=O)O)Cc2ccccc2)cc1 (centres undefined)	1.1	-4	1.0	5	5
9	Cc1cc(NC(=O)CSc2nnc(-c3ccco3)o2)no1	0.0	-5	-0.2	34	-17
10	CCC(C(=O)Nc1ccccc1)c1ccccc1 (centres undefined)	-1.6	6	1.3	22	-12
11	CC1Cc2ccccc2N1S(=O)(=O)c1c(N)n(C)c(=O)n(C)c1=O (centres undefined)	1.3	3	-0.1	-33	-3
12	NC(=S)N/N=C/c1ccc(-c2cc(Cl)c(Cl)cc2Cl)o1	-1.1	-13	-5.4	27	-22
13	Cc1ccc(S(=O)(=O)N(CC(=O)NCc2ccncc2)C2CCCCC2)cc1	1.3	-17	0.3	15	-8
14	O=C(Nc1cccc(S(=O)(=O)N2CCOCC2)c1)c1ccc(Cl)c([N+](=O)[O-])c1	6.1	-8	-2.0	16	2
15	CCNc1nc(NC(C)C)nc(Nn2cnnc2)n1	1.1	-15	-1.9	40	0

cpd	Runt-SMMHC FRET	CHOP inh	MDM2 E3 inh	TRPML3 agonist
1	-4	-15	-50	0.5
2	0	60	11	0.2
3	2	9	·	1.1
4	-1	3	-15	1.3
5	-3	9	0	-0.3
6	1	19	0	-0.2
7	-1	16	0	1.6
8	-1	23	-6	0.8
9	3	-4	-8	0.5
10	-2	28	-13	0.3
11	0	1	7	0.1
12	-2	62	-1	0.8
13	-3	8	4	0.7
14	0	-38	-9	1.8
15	1	47	-4	-0.4

# More records:
cpd	SMILES	zfTRPN1 agonist	p47phox inh	TNF necrop inh	PPC-1+TRAIL kill	EBV gp42 inh
16	CCNC(=O)/C(=C/c1ccc2c(c1)OCO2)NC(=O)c1ccc(Br)cc1	1.4	-2	-5.4	9	-1
17	COc1ccccc1CNC(=O)c1ccc(OCC2CCCO2)cc1 (centres undefined)	1.6	3	2.2	1	-11
18	O=S(=O)([N-]c1nc2ccccc2nc1-[n+]1ccccc1)c1ccc(Cl)cc1	1.4	-10	-3.4	-2	-8
19	CCCCn1c(=N)n(CC(=O)O)c2ccccc21	0.4	2	-0.3	13	6
20	CC(C)Cc1nnc(NC(=O)CSc2nc(O)c(Cc3ccccc3)c(=O)[nH]2)s1	-0.8	-6	-0.6	-13	-8
21	CC(C(N)=O)N1c2cccc3cccc(c23)S1(=O)=O (centres undefined)	-0.5	-11	-0.1	-19	-12
22	CCOc1ccc(C(=O)N(C)C2CCS(=O)(=O)C2)cc1 (centres undefined)	-0.6	-8	-1.1	7	-9
23	CCOC(=O)C1=C(C)NC(=S)N(C(C)=O)C1c1ccccc1 (centres undefined)	-1.5	6	-5.2	8	-13
24	COC(=O)c1ccc(NC(=O)CSc2nnc(CNc3ccc(OC)cc3)n2C)cc1	-1.2	2	1.5	5	-6
25	CC1(C)CC2CC(C)(CN2CC(O)COc2ccccc2)C1 (centres undefined)	-2.8	-3	0.3	-7	-16
26	C=CCSc1nc(=O)n2ccccc2n1	-0.2	-11	-1.1	7	-3
27	O=C(O)CC[C@@H](C(=O)O)N1C(=O)c2ccccc2C1=O	·	7	3.1	-9	-7
28	COc1ccc(CN2CCN(C(=O)c3ccco3)CC2)cc1OCc1ccccc1	-0.1	-3	-0.5	-7	-20
29	O=C1CC(c2ccco2)=Nc2ccccc2N1	-0.8	-9	1.2	4	-1
30	CC(Sc1ccc2c(c1)OCCO2)C(=O)Nc1ccc(N2CCOCC2)cc1 (centres undefined)	0.2	-6	0.1	25	-9

cpd	Runt-SMMHC FRET	CHOP inh	MDM2 E3 inh	TRPML3 agonist
16	0	-16	-4	-0.4
17	3	10	-15	1.1
18	-4	12	-5	0.6
19	-7	11	-13	1.6
20	5	5	11	0.8
21	-2	21	-7	0.5
22	0	12	-7	0.4
23	-5	54	-2	-1.8
24	-6	22	-2	-0.8
25	-3	-10	-12	0.6
26	1	12	-3	-0.5
27	0	30	7	·
28	2	10	·	-0.6
29	-5	-3	·	0.0
30	-2	-10	-21	-0.2

# Further records follow:
cpd	SMILES	zfTRPN1 agonist	p47phox inh	TNF necrop inh	PPC-1+TRAIL kill	EBV gp42 inh
31	CCN(CC)c1nc(N2CCOCC2)c(C#N)c2c1CN(C)CC2	2.1	1	-0.1	-3	-17
32	COc1cc(OC)cc(-c2cc(N)n(S(=O)(=O)Cc3ccccc3)n2)c1	-1.3	-21	2.9	19	-15
33	CCN(CC)C(=O)CSc1nc2cc3c(cc2c(=O)n1CCCCCC(=O)NCc1ccc(OC)cc1)OCO3	1.0	-1	2.7	·	-2
34	O=C(CSc1nnc(-c2ccco2)n1-c1ccccc1)N1CCOCC1	0.1	-6	-1.0	5	-4
35	COc1ccccc1N1CCN(C(=O)COc2cc(C)cc(C)c2)CC1	-1.9	-4	0.0	12	-11
36	COCc1cc(C)nc(SCc2nc3ccccc3c(=O)[nH]2)c1C#N	1.2	·	1.6	-5	-15
37	COc1ccccc1/C=C/C=N/n1c(-c2ccc(F)cc2)n[nH]c1=S	-1.9	-2	-1.0	3	-5
38	CC(=O)c1ccc(NC(=S)NCCc2ccc(S(N)(=O)=O)cc2)cc1	0.2	-4	-0.8	19	2
39	O=C(O)c1sccc1SCc1ccc(Cl)c(Cl)c1	0.1	-11	-2.9	16	-22
40	O=C(CCC(=O)c1cccs1)NCc1ccc(F)cc1	-0.7	-18	-0.1	-10	-10
41	CCOC(=O)N1CCN(C(=O)CN(c2cc(Cl)ccc2OC)S(=O)(=O)c2ccccc2)CC1	0.3	0	-0.8	5	-8
42	NS(=O)(=O)c1ccc(Nc2nc(-c3ccc(O)cc3O)cs2)cc1	-1.2	-22	-17	14	0
43	Cc1onc(-c2ccccc2)c1C(N)=O	-0.9	-12	1.4	32	-23
44	CCNC(=S)N(CCc1c(C)[nH]c2ccccc12)Cc1cc(OC)c(OC)c(OC)c1	-2.6	-9	8.0	-5	-2
45	Cc1cc(-c2n[nH]c(=S)n2/N=C/c2c[nH]c3ccccc23)n[nH]1	1.0	-4	0.6	-16	-9

cpd	Runt-SMMHC FRET	CHOP inh	MDM2 E3 inh	TRPML3 agonist
31	-7	7	-13	0.9
32	3	67	-4	0.1
33	-10	4	-6	0.8
34	0	20	-17	0.1
35	-2	32	3	-1.9
36	-34	5	·	0.3
37	12	-27	-3	0.1
38	3	0	1	1.0
39	-3	-11	-13	0.1
40	0	-11	-2	0.5
41	1	19	-17	0.0
42	-4	18	-6	0.2
43	36	-1	-6	-0.1
44	3	10	·	-0.9
45	16	-8	-14	0.4

# A second format for part of the listing above.
35) COc1ccccc1N1CCN(C(=O)COc2cc(C)cc(C)c2)CC1
  zfTRPN1 agonist = -1.9	p47phox inh = -4	TNF necrop inh = 0.0	PPC-1+TRAIL kill = 12	EBV gp42 inh = -11	Runt-SMMHC FRET = -2	CHOP inh = 32	MDM2 E3 inh = 3	TRPML3 agonist = -1.9
36) COCc1cc(C)nc(SCc2nc3ccccc3c(=O)[nH]2)c1C#N
  zfTRPN1 agonist = 1.2	p47phox inh = ·	TNF necrop inh = 1.6	PPC-1+TRAIL kill = -5	EBV gp42 inh = -15	Runt-SMMHC FRET = -34	CHOP inh = 5	MDM2 E3 inh = ·	TRPML3 agonist = 0.3
37) COc1ccccc1/C=C/C=N/n1c(-c2ccc(F)cc2)n[nH]c1=S
  zfTRPN1 agonist = -1.9	p47phox inh = -2	TNF necrop inh = -1.0	PPC-1+TRAIL kill = 3	EBV gp42 inh = -5	Runt-SMMHC FRET = 12	CHOP inh = -27	MDM2 E3 inh = -3	TRPML3 agonist = 0.1
38) CC(=O)c1ccc(NC(=S)NCCc2ccc(S(N)(=O)=O)cc2)cc1
  zfTRPN1 agonist = 0.2	p47phox inh = -4	TNF necrop inh = -0.8	PPC-1+TRAIL kill = 19	EBV gp42 inh = 2	Runt-SMMHC FRET = 3	CHOP inh = 0	MDM2 E3 inh = 1	TRPML3 agonist = 1.0

# Next compounds.
cpd	SMILES	zfTRPN1 agonist	p47phox inh	TNF necrop inh	PPC-1+TRAIL kill	EBV gp42 inh
46	CCN1C(=O)C(CC(=O)Nc2ccccc2)S/C1=N\c1ccccn1 (centres undefined)	-0.6	-4	1.0	19	14
47	CC(=O)/C(=N\Nc1ccc(C)cc1)N1CCOCC1	0.2	0	-4.0	5	-6
48	COc1ccc(NC(=O)CN2CCN(CC(=O)Nc3cc(OC)cc(OC)c3)CC2)cc1	·	-2	·	-2[5 µM]	-6
49	CCN(CC)C(=O)CSc1nc2cc3c(cc2c(=O)n1Cc1ccco1)OCO3	0.3	-5	-0.4	4	-5
50	Oc1cccc2ccc(/C=C/c3cccs3)nc12	0.6	-13	-5.9	20	-19
51	COc1ccc(NC(=O)C(CCS(C)(=O)=O)N2C(=O)c3ccccc3C2=O)cc1 (centres undefined)	-1.1	-4	0.6	8	-12

cpd	Runt-SMMHC FRET	CHOP inh	MDM2 E3 inh	TRPML3 agonist
46	0	11	-6	-0.3
47	-7	-8	2	-0.7
48	1	16	-14	·
49	0	-7	-3	0.5
50	0	12	-6	0.3
51	-16	-16	3	0.3
